Compound activity from PubChem.
ASM inhibitor: blocks human secretory acid sphingomyelinase; Potency, µM (top dose mostly 57.5 µM), inactives show top-dose activity change, negative = inhibition, most hits filed as inhibitors; AID 504937; 340,000 compounds, 0.006% hits; placental ASM, HMU-PC fluorogenic substrate, 60 min; P17405; also: potency is read from the fitted curve at half-maximal effect
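Human placenta-derived ASM enzyme was preincubated with compound for 10 minutes at room temperature, then given fluorogenic substrate HMU-PC0 (9 uM final) for 60 minutes at 37 °C; a pH 10 stop preceded fluorescence reading at Ex 386/Em 447 nm.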
Coupling enz: coupling enzyme interference in Giardia aldolase counter-screen; coupling enzyme system counterscreen, AmpLite Red fluorescence; activity change, negative = inhibition, % at 58.2 µM, hits read low; 290,000 compounds, 0.67% hits; in the data active = activity change below about -30%; also: % is scaled to controls: 0 for no effect and ±100 for the full control effect
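Compounds tested against the coupling enzymes alone at 57.5 uM final; readout was AmpLite Red fluorescence (525/598 nm) after 20 min at RT.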
KCNH2 3.1 block: blocks the human KCNH2 3.1 channel isoform | U2OS KCNH2 3.1, thallium flux FluxOr; stronger effect = lower value | 340,000 compounds, 0.95% hits | activity change, % (tested at about 1.8 µM);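 active = maximum activity change below -70%; inconclusive = maximum activity change from -70% to -50%; inactive = maximum activity change above -50%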;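 also: thallium influx rate constant from kinetic fluorescence after stimulation buffer; % is scaled to controls: 0 for no effect and ±100 for the full control effect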
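U2OS cells transduced with KCNH2 3.1 mutant virus (1.77 x 10^8 /mL, 4 h), plated overnight at 37 C, loaded 45 min with FluxOr dye plus Red40 quencher. Thallium flux rate constant from kinetic reads after stimulation buffer, normalised to controls.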
MBNL1 CUG block: blocks human MBNL1 binding to CUG repeat RNA; 280,000 compounds, 0.036% hits; AID 2675; Potency, µM (highest dose often 57.5 µM), for inactives: at the top dose activity change, negative = inhibition, actives largely listed as inhibitors; Q9NR56; TR-FRET MBNL1-His/biotin-(CUG)12 binding, 665/545 ratio; active = well fitted inhibition curve with a large enough effect in the signal ratio, with a control signal flat, not every such curve was filed as active; inconclusive = small, poorly fitted or top-dose-only effect, or effect the other way, or a change in a side signal; inactive = no such curve, though single readings can be large or run the other way; the % refers to the signal ratio; also: potency is read from the fitted curve at half-maximal effect; % is scaled to controls: 0 for no effect and ±100 for the full control effect
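MBNL1-His + Biotin-(CUG)12, cpd titration 92 nM–58 uM; Tb anti-His Ab 0.055 ng/ul, SA-XL665 5 nM (final); 60 min RT; ratiometric 665/545 nm, Ex 340 nm; normalized to buffer and full-complex controls.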
GALK inhibitor: inhibitors of human galactokinase; AID 1868; Purified GALK, Kinase-Glo residual ATP luminescence; Potency, µM (doses to about 57.5 µM), for the others: top-dose activity change, negative = inhibition, hits mostly inhibitors; 270,000 compounds, 0.007% hits; P51570; also: potency is read from the fitted curve at half-maximal effect; % is scaled to controls: 0 for no effect and ±100 for the full control effect
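Compounds were pin-transferred into ATP buffer (35 uM final), then GALK plus galactose (5 nM, 100 uM final) was added. After 1 h at room temperature, Kinase-Glo Plus was added and luminescence read after 10 min.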
TRPV1 ag: agonists of human vanilloid receptor 1 (TRPV1); TRPV1-expressing cells, Fluo-8 calcium influx, agonist mode; 320,000 compounds, 0.19% hits; activation, % at 8.33 µM; AID 540275; Q8NER1; in the data active = activation above about 80%; inconclusive = between about 30% and that limit; also: 0% is about no effect
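Cells expressing TRPV1 were dye-loaded with Fluo-8 and read kinetically: 10 s baseline, 3 min after compound (agonist portion), then 2 min after EC20 capsaicin (allosteric enhancer portion). Calcium-bound dye fluorescence at 480/520 nm.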
hERG WT inh: blocks the wildtype human KCNH2 potassium channel. Q12809. U2OS, BacMam KCNH2, thallium flux FluxOr; stronger effect = lower value. activity change, % at 1.84 µM. 340,000 compounds, 0.37% hits. AID 720551;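 active = maximum activity change below -70%; inconclusive = maximum activity change between -70% and -50%; inactive = maximum activity change above -50%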; also: % is scaled to controls: 0 for no effect and ±100 for the full control effect
Target sequence (Q12809 whole entry, looked up): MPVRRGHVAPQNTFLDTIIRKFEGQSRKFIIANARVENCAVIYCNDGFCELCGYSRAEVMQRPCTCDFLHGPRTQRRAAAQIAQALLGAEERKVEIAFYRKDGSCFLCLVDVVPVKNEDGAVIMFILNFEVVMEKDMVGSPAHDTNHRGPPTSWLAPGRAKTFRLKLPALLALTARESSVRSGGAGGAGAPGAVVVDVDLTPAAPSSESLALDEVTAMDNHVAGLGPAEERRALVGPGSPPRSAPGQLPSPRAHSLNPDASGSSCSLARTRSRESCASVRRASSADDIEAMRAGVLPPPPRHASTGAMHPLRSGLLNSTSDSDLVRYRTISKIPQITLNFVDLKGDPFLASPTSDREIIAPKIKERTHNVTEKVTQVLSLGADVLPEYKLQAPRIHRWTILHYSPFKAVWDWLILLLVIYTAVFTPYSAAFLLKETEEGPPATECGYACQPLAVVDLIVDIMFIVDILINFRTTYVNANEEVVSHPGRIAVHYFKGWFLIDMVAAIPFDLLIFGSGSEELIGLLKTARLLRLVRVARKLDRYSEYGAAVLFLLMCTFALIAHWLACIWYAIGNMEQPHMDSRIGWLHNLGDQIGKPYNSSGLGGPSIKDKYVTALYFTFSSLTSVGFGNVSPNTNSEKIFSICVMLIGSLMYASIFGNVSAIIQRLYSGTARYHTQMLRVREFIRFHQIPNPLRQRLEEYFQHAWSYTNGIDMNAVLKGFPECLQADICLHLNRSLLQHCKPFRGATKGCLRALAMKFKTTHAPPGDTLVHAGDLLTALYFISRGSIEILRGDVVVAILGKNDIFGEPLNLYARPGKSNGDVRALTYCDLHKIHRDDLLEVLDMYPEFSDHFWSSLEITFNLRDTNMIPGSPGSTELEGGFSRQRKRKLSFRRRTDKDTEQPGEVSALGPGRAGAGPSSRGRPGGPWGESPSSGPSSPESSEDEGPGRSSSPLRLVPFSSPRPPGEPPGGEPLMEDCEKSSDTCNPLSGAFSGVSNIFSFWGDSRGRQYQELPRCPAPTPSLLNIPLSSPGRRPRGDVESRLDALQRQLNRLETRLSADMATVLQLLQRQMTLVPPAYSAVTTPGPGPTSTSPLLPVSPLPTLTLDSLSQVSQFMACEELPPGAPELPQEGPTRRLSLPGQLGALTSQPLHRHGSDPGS
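U2OS cells transduced with wild-type KCNH2 virus are loaded with FluxOr dye for 45 min, and thallium flux is measured in kinetic reads before and after stimulation buffer. Rate constants are normalized to DMSO controls.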
Integrin act MD: activators of alpha7 integrin expression for muscular dystrophy; Potency, µM (titrated, usually from 38.3 µM), for the others: top-dose activation, hits mostly activators; AID 624291; alpha7betagal myoblasts, beta-gal FDG fluorescence, 48 h; 350,000 compounds, 0.064% hits;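 also: potency is read from the fitted curve at half-maximal effect; 100% = response of the positive control SU9516; nearly all actives have a fitted effect of over 60% in size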
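Alpha7betagal+/- myoblasts (passage 13) were plated 16-24 hr, then exposed to compounds (1:260 dilution of DMSO stock) for 48 hours at 37C. After MPER lysis, β-galactosidase reporter activity was read as FDG fluorescence (ex 480/em 540) after 30 minutes.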
A-T KAP1 phos: candidate therapy for ataxia-telangiectasia | […] A-T fibroblasts, KAP-1 phosphorylation AlphaLISA; neocarzinostatin DNA damage 30 min before lysis | 320,000 compounds, 0.19% hits | Potency, µM (top dose mostly 57.5 µM), without a hit: top-dose activation, most hits filed as activators | AID 485349; also: potency is read from the fitted curve at half-maximal effect; % of control where 0% means no effect; nearly all actives have a fitted effect of over 45% in size
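ATM-like activity read as KAP-1 phosphorylation via AlphaLISA donor/acceptor antibody pairs after lysis and 6 hr at 25C. Cells were ATM-null patient fibroblasts ([…], hTERT), dosed 60 min, then exposed to the DSB inducer NCS for 30 min.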
MLL CXXC-DNA inh: blocks binding of human MLL CXXC domain to DNA | MLL-CXXC / FITC-HOXA9 DNA fluorescence polarization | Potency, µM (top dose mostly 115 µM), inactives show top-dose activity change, negative = inhibition, hits mostly inhibitors | 290,000 compounds, 0.037% hits; active = well fitted inhibition curve with a large enough effect in the polarisation, with a control signal flat, not every such curve was filed as active; inconclusive = small, poorly fitted or top-dose-only effect, or effect the other way, or a change in a side signal; inactive = no such curve, though single readings can be large or run the other way; the % refers to the polarisation; also: potency is read from the fitted curve at half-maximal effect
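Purified MLL-CXXC (added from a 7 uM solution) was preincubated 5 min at ambient with pinned compounds in 50 mM Tris-HCl pH 7.5, 50 mM NaCl, 1 mM DTT, 0.05% BSA. Fluorescein-labeled HOX-A9 DNA (50 nM solution) followed, 30 min, then polarization read.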
An asterisk follows results filed as active; ? = inconclusive; nt = not tested or not shown; & = joins results of further samples; [ ] = remark or other dose. Unless noted, calls follow the shape of the dose curve; as a rule, active = well fitted curve in the direction sought with a large enough effect; inconclusive = small, poorly fitted or top-dose-only effect, or another doubt; inactive = no such curve, though single readings can be large; an effect the other way counts as inactive or inconclusive.

SMILES	ASM inhibitor	Coupling enz	KCNH2 3.1 block	MBNL1 CUG block	GALK inhibitor	TRPV1 ag	hERG WT inh	Integrin act MD	A-T KAP1 phos	MLL CXXC-DNA inh
COc1ccc(-c2nn3c(-c4ccccc4)nnc3s2)cc1	-26%	1	0	5%	13%	1	0	1%	20%	-3%
COc1ccccc1CNC(=O)c1cn(C)c2ccc(S(=O)(=O)N3CCCCC3)cc2c1=O	nt	5	nt	-4%	3%	2	nt	nt	7%	0%
Cc1ccn(CCC(=O)Nc2ccc3c(c2)OCO3)n1	4%	nt	5	2%	6%	0	-20	-4%	-2%	20%
Cc1c(Cl)cccc1NS(=O)(=O)c1c(C(=O)N2CCOCC2)c(C)n(C)c1C	-3%	0	1	-1%	5%	9	6	0%	9%	6%
O=C(CN1CCN(S(=O)(=O)c2ccc(F)cc2)CC1)Nc1ccc(F)cc1F	0%	4	14	-2%	0%	8	-3	-15%	1%	7%
Cc1cc(C)c2c(c1)c(C)cc1nnc(SCC(=O)NCc3ccco3)n12	-2%	3	-2	22%	-1%	2	-1	-22%	8%	-4%
COc1cc(-c2nc3cnccn3c2Nc2ccc(C)cc2)ccc1O	68%[activator]	-3	-28	16%	-4%	0	-32	5%	2%	19%
COc1ccc(NC(=O)Nc2ccccc2OC)cc1	0%	3	3	-3%	2%	9	-12	7%	-1%	-8%
O=S(=O)(NCCN1CCOCC1)c1cc(Cl)ccc1Cl	-1%	1	10	1%	-3%	-1	1	-5%	15%	16%
NC(=O)C1CCCN(S(=O)(=O)c2ccc3ccccc3c2)C1 (configuration not stated)	3%	1	4	11%	3%	-2	2	-8%	2%	-3%
O=C(NC1CCCC1)C1CCCN(S(=O)(=O)c2ccc(-n3cnnn3)cc2)C1 (configuration not stated)	-1%	4	-10	-8%	11%	-3	26	-24%	0%	8%
O=C(c1ccc([N+](=O)[O-])cc1)N1CCc2ccccc2C1	0%	3	nt	?	5%	-2	13	12%	-13%	16%
COc1ccc(/C(O)=C2\C(=O)C(=O)N(Cc3ccco3)C2c2ccc(OC)cc2OC)cc1 (configuration not stated)	2%	1	-9	19%	-1%	-5	-7	5%	-3%	-22%
COCCOC1CCN(C(=O)C2CCC(=O)N(CCc3cccc(F)c3)C2)CC1 (configuration not stated)	1%	4	1	2%	-3%	2	-2	-5%	5%	-2%
Cc1ccc(Oc2c(F)c(F)nc(N3CCCC3)c2F)cc1	-1%	1	4	nt	1%	3	3	17%	10%	13%
CCOC(=O)c1c(C)[nH]c(C)c1C(=O)COc1ccc(NC(=O)c2ccco2)cc1	0%	-2	-2	-5%	1%	3	2	-5%	-3%	-3%
COc1cccc(OCc2cc(C3Nc4ccccc4C(=O)N3Cc3ccco3)ccc2OC)c1 (configuration not stated)	120%[activator]	-3	-12	37%[activator]	0%	1	3	22%	2%	14%
Cc1nc(NC(=O)c2ccco2)sc1C(=O)Nc1ccc(Br)cc1	-15%	-2	1	4%	-4%	0	-2	18%	3%	-1%
C=CCc1cccc(/C=N/NC(=O)CCC(=O)Nc2ccc(C)cc2)c1O	41%[activator]	0	-30	-5%	nt	1	0	-18%	-3%	9%
O=C(NCC1CCCO1)c1ccccn1 (configuration not stated)	7%	0	-9	14%	-1%	1	-14	15%	nt	-5%
O=C(Nc1cc(N2CCCCC2)ncn1)c1ccccc1	7%	-2	-6	-1%	-3%	?	-3	9%	-1%	-11%
COc1ccc(NC(=O)Cc2coc3cc(C)c(C(C)C)cc23)cc1S(=O)(=O)N1CCOCC1	-1%	-6	-9	1%	0%	1	0	-34%	-7%	2%
CC(=O)Nc1ccc(S(=O)(=O)NC2CC3CCC2C3)cc1 (configuration not stated)	1%	2	-23	1%	-2%	-2	0	?	1%	1%
CCOC(=O)c1ccc(NS(=O)(=O)c2ccc(Cl)nc2)cc1	nt	3	nt	0%	0%	0	nt	nt	-1%	13%
CCOC(=O)[C@H]1[C@H]2COc3ccc(Cl)cc3[C@@H]2N2C(=O)c3ccc(C)cc3NC(=O)[C@@]12C	-3%	nt	-34	nt	nt	99*	17	18%	7%	nt
Nn1c(-c2cccc(O)c2)nnc1-c1cccc(O)c1	2%	nt	20	nt	nt	nt	-22	13%	nt	nt
CN(C)S(=O)(=O)c1cccc(C(=O)OCC(=O)N2CCCC2=O)c1	5%	nt	14	-7%	6%	1	-2	7%	4%	-7%
Cc1ccccc1NC(=O)c1c(C)nc(SCC(=O)OCc2ccccc2)c(C#N)c1-c1ccc(F)cc1	3%	1	-114*	76%[activator]	-1%	0	1	?	3%	12%
O=C(NCCOc1ccccc1)c1ccccc1NC(=O)C1CCCO1 (configuration not stated)	-2%	-3	13	nt	0%	3	-2	2%	2%	3%
CSc1ccccc1NC(=O)CN(C)CC(=O)Nc1cccc(Br)c1	-2%	0	3	6%	0%	12	6	-4%	3%	-6%
Cc1onc(-c2ccccc2)c1C(=O)NCC1CCCO1 (configuration not stated)	1%	2	12	-6%	0%	3	3	13%	0%	-1%
C=CCN1C(=O)c2ccc(C(=O)N(CC)CC(=O)Nc3ccc(OC)cc3)cc2C1=O	0%	nt	-2	nt	nt	4	-7	-3%	11%	nt
Cc1ccccc1NC(=O)CC(O)(C(F)(F)F)C(F)(F)F	-5%	0	-1	1%	0%	3	10	-23%	nt	-6%
Cc1ccc(S(=O)(=O)Nc2nc(-c3ccc(F)cc3)cs2)cc1	0%	9	11	2%	3%	1	-12	-9%	0%	10%
Cc1ccc(NC(=O)Nc2cccc([N+](=O)[O-])c2)nc1	0%	0	-7	10%	0%	6	-6	-12%	-4%	9%
O=C(NCC(c1ccco1)N1CCN(c2ccc(F)cc2)CC1)C(=O)NC1CCCC1 (configuration not stated)	nt	nt	3	nt	nt	3	3	-2%	5%	nt
COC(=O)[C@@H](NC(=O)O[C@@H]1C(=O)c2ccc(OC)cc2O[C@H]1c1cccc(C(F)(F)F)c1)C(C)C	nt	1&-2	nt	-16%	nt	20	nt	nt	-13%	3%
Cc1cccc(CSCC(=O)NCc2ccc(S(N)(=O)=O)cc2)c1	6%	4	1	-8%	0%	?	-24	4%	-2%	-3%
COc1cc(NC(=O)c2cc3c(C)nc4ccccc4c3o2)cc(OC)c1OC	-8%	-2	7	3%	0%	-2	-5	-14%	4%	0%
NS(=O)(=O)c1ccc(N/C=C\C(=O)c2ccncc2)cc1	17%	0	-8	?	2%	-4	-2	2%	-4%	-5%
CC(NC(=O)CC12CC3CC(CC(C3)C1)C2)C(=O)O (configuration not stated)	9%	1	17	0%	-5%	2	10	23%	5%	-1%
O=C(NC1CCN(S(=O)(=O)c2ccc(F)cc2)CC1)c1ccc(F)cc1	1%	2	6	5%	-9%	25	-12	-14%	5%	4%
COc1ccc2c(c1)c1nc3ccccc3nc1n2CCn1c(=O)oc2ccccc21	0%	1	7	19%	1%	?	1	2%	16%	?
Cc1ccc(S(=O)(=O)Nc2ccc(Oc3cccnc3)nc2)cc1	1%	0	9	-22%	nt	2	-1	3%	-1%	-1%
N=c1c2c(-c3ccccc3)c(-c3ccccc3)n(Cc3ccco3)c2ncn1CCCO	8%	2	?	nt	-1%	26	14	-70%[inhibitor]	2%	-2%
Cc1c(NC(=O)C(C)OC(=O)CNC(=O)c2ccccc2)c(=O)n(-c2ccccc2)n1C (configuration not stated)	3%	2	9	-1%	2%	0	2	29%	1%	-1%
COc1cc(/C=N/NC(=O)CSc2cc(C)c(Br)cc2C)ccc1O	-9%	0	1	1%	1%	1	-1	-16%	0%	-2%
S=c1[nH]nc(COc2ccccc2)n1/N=C/c1ccc(Cl)cc1	-2%	6	-15	-5%	12%	?	-1	8%	-2%	-7%
O=[N+]([O-])c1cccc(OCCCN2CCC(Cc3ccccc3)CC2)c1	0%	nt	-88*	nt	nt	nt	-86*	-43%	nt	nt
COc1ccc(/C=C2/SC(=S)N(CCC(=O)N3CCN(C)CC3)C2=O)cc1	-7%	2	9	?	11%	6	-4	-21%	-16%	3%
Cc1ccc(C)c(-c2cc(C(=O)NC3CC3)c3ccccc3n2)c1	-1%	nt	2	1%	-1%	1	-10	22%	-7%	26%
CC(C)Cc1nc(SCC(=O)N2CC(C)OC(C)C2)c2c(=O)n(C)c(=O)n(C)c2n1 (configuration not stated)	0%	nt	2	-1%	1%	0	8	-10%	-3%	-4%
C=CCOc1ccc(/C=N/n2nnnc2N)cc1OC	5%	nt	-17	nt	nt	nt	-4	1%	nt	nt
